# eLon inh = E. coli protease La inhibition; P0A9M0; purified E. coli Lon protease, fluorescence polarization; inhibition, % at 7.94 µM; 0.42% of 360,000 active; AID 602123; in the data active = inhibition above about 13%, passing the limit was not always enough;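 note: 0% = enzyme with probe and DMSO and 100% = no enzyme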
# NRP1-CendR mod = NRP-1/CendR interaction modulation; O14786; inhibition, % at 25 µM; 0.85% of 360,000 active; AID 602438; FAM-RPARPAR peptide binding to NRP-1, fluorescence polarization;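 active = inhibition or corrected inhibition above about 18%, plus a signal ratio from 0.5 to 1.5, limit read from the data, passing the limit was not always enough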; note: strong numbers were not always called active
# Target sequence (O14786 whole entry, looked up): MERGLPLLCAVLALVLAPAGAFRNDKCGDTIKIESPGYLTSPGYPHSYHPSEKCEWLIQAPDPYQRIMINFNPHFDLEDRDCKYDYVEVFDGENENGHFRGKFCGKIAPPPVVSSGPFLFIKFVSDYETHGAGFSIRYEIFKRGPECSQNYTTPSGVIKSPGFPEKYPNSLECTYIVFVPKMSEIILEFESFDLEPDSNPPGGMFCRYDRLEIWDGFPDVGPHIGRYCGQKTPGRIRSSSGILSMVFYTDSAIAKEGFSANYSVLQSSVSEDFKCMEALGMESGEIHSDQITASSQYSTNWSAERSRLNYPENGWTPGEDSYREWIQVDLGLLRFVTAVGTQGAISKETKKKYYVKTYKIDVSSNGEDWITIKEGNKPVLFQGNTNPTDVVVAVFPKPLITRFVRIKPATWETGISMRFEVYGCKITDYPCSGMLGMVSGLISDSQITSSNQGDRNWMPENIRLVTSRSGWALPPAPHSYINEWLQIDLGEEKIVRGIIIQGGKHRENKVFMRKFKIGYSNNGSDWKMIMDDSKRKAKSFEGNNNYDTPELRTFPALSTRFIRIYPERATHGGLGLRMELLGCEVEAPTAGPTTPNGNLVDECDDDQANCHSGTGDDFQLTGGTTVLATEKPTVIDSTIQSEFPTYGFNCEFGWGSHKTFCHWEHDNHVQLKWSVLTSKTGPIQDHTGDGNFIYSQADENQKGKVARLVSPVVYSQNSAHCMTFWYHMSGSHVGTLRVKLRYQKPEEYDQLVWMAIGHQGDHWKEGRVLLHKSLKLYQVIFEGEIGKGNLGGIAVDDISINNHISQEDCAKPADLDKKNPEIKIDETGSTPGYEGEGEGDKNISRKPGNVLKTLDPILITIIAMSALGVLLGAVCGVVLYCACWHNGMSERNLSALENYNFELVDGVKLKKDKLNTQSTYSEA
# SKN-1 inh = C. elegans SKN-1 inhibition; C. elegans VP596 Pgst-4::GFP/RFP ratio, acrylamide-induced, 24 h; 0.49% of 360,000 active; inhibition, % at 21.8 µM;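 active = interference check ratio from 0.5 to 1.5 plus GFP to RFP signal ratio inhibition reaching or exceeding a fixed threshold, cut at about 30% in these data, passing the limit was not always enough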; note: some compounds called inactive have numbers as strong as hits
# FAS-TE inh = blocks the thioesterase domain of human fatty acid synthase | P49327 | recombinant FAS-TE, OMFH fluorogenic substrate, fluorescence endpoint | inhibition, % at 15 µM | 0.67% of 360,000 active;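 active = compounds whose normalised, plate-corrected inhibition of enzyme fluorescence in the single-dose primary screen is 50% or more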;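 note: 0% = DMSO with enzyme and 100% = substrate without enzyme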
# MT1-MMP act inh = blocks activation of human MT1-MMP. 0.061% of 360,000 active. GFP/RFP ratio change, % at 20 µM. AID 651647. P50281. HT1080 RFP-PRO-GFP cells, GFP/RFP ratio fluorescence, overnight; percent of plate control window, DMSO zero;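 active = GFP/RFP ratio change of at least 30% with cell ATP level not reduced by more than half and red fluorescence within 50% of control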; note: strong numbers were not always called active
#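 Test system: HT1080 RFP-PRO-GFP cells; Benchmarks: DMSO and RFP-L50D-GFP cell wells; Timing: cells overnight before dosing, compound overnight, 37 °C, 5% CO2; Compound: one 20 µM compound dose with 1% DMSO; Read-out: GFP/RFP fluorescence ratio.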
# MLLE-PAM2 inh = blocks PAM2 peptide binding to the PABP1 MLLE domain | AID 588489 | inhibition, % at 20 µM | GST-MLLE / FITC-PAM2 fluorescence polarization | P11940 | 0.36% of 360,000 active; in the data active = inhibition above about 35%, passing the limit was not always enough;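 note: plate controls were DMSO wells with GST-MLLE for no effect and wells lacking GST-MLLE protein for full effect; some results filed as inactive read as strong as hits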
# MsrA act = bovine methionine sulfoxide reductase A activation; purified bovine MsrA, absorbance read-out; activation, % at 10.6 µM; 0.3% of 360,000 active; AID 602163; in the data active = activation above about 7.5%;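 note: 0% = vehicle and 100% = reference activator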
# TbMetRS inhib = blocks T. brucei methionyl-tRNA synthetase activity. purified T. brucei MetRS, ATP depletion, Kinase-Glo luminescence. inhibition, % at 11.9 µM. 0.4% of 360,000 active. AID 624268;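 active = inhibition above a per-plate cutoff of the control wells' mean inhibition plus 3 SD, cut at about 5.5% in these data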;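 note: 0% = DMSO wells median and 100% = median of wells with control inhibitor compound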
#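 Material: parasite MetRS enzyme / Replication: singlicate, one well per compound / Signal: luminescence of leftover ATP / Schedule: 2 h aminoacylation at 25 °C after 15 min preincubation / Medium: HEPES-MgCl2-KCl buffer plus DTT, spermine, BSA, pyrophosphatase / Doses: 11.9 µM single point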
# MsrA inh = bovine MsrA inhibition; purified bovine MsrA, absorbance read-out; inhibition, % at 15.5 µM; 0.75% of 360,000 active; in the data active = inhibition above about 4.5%;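 note: 0% = vehicle wells with enzyme and 100% = reference inhibitor wells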
# Numbers without * were called inactive; . = no result given; & = joins results of further samples.
SMILES,eLon inh,NRP1-CendR mod,SKN-1 inh,FAS-TE inh,MT1-MMP act inh,MLLE-PAM2 inh,MsrA act,TbMetRS inhib,MsrA inh
CC(C)(C)c1ccc(S(=O)(=O)NC(=O)C2(C)CCN2C(=O)Cc2ccc(Cl)cc2Cl)cc1 (stereo not given),-2,-5,-5,-2,8,-1,-6,0.2,0.2
COc1ccc([N+](=O)[O-])cc1NC(=O)COC(C)=O,10,4,8,1,-3,-4,-4,0.8,2.0
COc1ccc(CNC(=O)[C@H](NC(=O)C2CCN(C(=O)[C@@H](N)CCSC)CC2)C(C)C)cc1,0,-1,-1,-5,3,1,1,0.3,-0.3
C=CCn1c(-c2cccnc2Cl)nc2cc(Cl)c(Cl)cc21,-4,-14,4,19,-3,-25,-4,-0.3,-0.2
COc1ccc(CCNS(=O)(=O)c2cn(C)c(=O)n(C)c2=O)cc1OC,2,5,3,-4,-5,-4,-1,0.2,0.4
COc1cccc(-c2nc3sc4c(c3c(=O)[nH]2)CCCCC4)c1,-8,10,2,-2,0,11,-1,-0.4,-0.8
COCCCn1c(=O)c2sccc2n2c(CCCC(=O)NCc3cccc(OC)c3)nnc12,-4,7,4,-7,-3,-6,-3,0.0,0.3
O=C(O)C1CCCN(S(=O)(=O)c2ccc(Br)s2)C1 (stereo not given),-9,7,9,-3,0,8,3,0.0,-0.5
Cc1cc(NC(=O)CSc2nnc(-c3ccccc3)n2Cc2ccco2)no1,1,13,14,-6,0,5,-1,0.7,-0.8
COc1ccc(NC(=O)NC[C@@H]2CC[C@@H](Cc3ccc(-c4ccccc4)cc3)O2)cc1,-5,2,0,10,-10,17,-1,0.0,-1.2
C=CCOc1ccc(C2NC(=S)NC(C)=C2C(=O)c2ccccc2)cc1OC (stereo not given),-4,15,7,-17,.,-135,-12,-1.1,2.3
Cc1nn2c(=O)cc(CSc3ccccc3NC(=O)c3ccccc3)nc2s1,-10,2,12,-1,0,4,2,0.2,17*
CCOc1cc(C(=O)Nc2cc(C(=O)OC)ccc2C)ccc1OCC(=O)N1CCOCC1,-5,-9,0,-6,-2,-13,-1,0.3,0.1
O=S1(=O)N=C(N(Cc2cccs2)c2ccc(O)cc2)c2ccccc21,-9,-5,3,42,-4,5,-3,-1.1,0.1
CN1CCCN(C(=O)c2cccc(Cl)c2)CC1,-11,3,5,0,-2,-3,0,-0.1,0.3
CN1CCC(CN)(N2CCN(c3ccccc3)CC2)CC1,3,8,-4,-6,1,4,-3,-0.3,0.1
C/C(=N/NC(=O)c1nnn(-c2nonc2N)c1COc1ccccc1)c1ccc(O)cc1,10,-4,5,-6,-4,-19,-9,-0.7,1.6
CC(Oc1ccc(Cl)cc1Cl)C(=O)Nc1ncccn1 (stereo not given),-1,-5,-8,-6,0,3,-2,0.3,-0.6
Cc1ccc(C)c(OCCn2nnc3ccccc32)c1,4,13,15,10,5,-2,2,-1.8,-1.0
Cc1c(O)ccc(/C=N/Nc2ncccc2[N+](=O)[O-])c1O,8,-5,-9,0,1,0,0,-0.7,2.0
COc1cc(C(=O)OCc2cc3ccccc3[nH]c2=O)cc(OC)c1OC,-13,12,18,-10,1,-13,-5,-0.4,0.2
COc1cc(C(=O)O)ccc1Cl,-1,1,-3,-10,5,8,-3,-0.4,0.7
CCOC(=O)C1CCN(CCC(=O)Nc2cccc(Cl)c2C)CC1,1,-10,4,-10,-2,-20,-2,-0.8,0.7
COc1ccc(Cc2nnc(SCC(=O)Nc3ccc(C)cc3C)[nH]c2=O)cc1,-17,-6,-2,-2,-1,20,-7,-0.1,-1.2
COc1ccc(-c2nc3c(Cl)cc(C(F)(F)F)cn3c2Cc2ccccc2C(F)(F)F)cc1OC,-4,-12,2,-3,1,.,-7,-0.9,0.7
C[C@@H]1CN([C@H](C)CO)S(=O)(=O)c2ccc(C#Cc3ccccc3F)cc2O[C@@H]1CN(C)C(=O)Cc1ccccc1,0,-20,6,70*,-3,-3,-1,-0.3,-0.7
Cc1nn(CC(=O)NCCN2CCCCC2C)c(=O)c2cc(-c3ccccc3)nn12 (stereo not given),4,-10,10,-5,0,0,-2,0.1,0.3
CCC(=O)Nc1ccc(Nc2nc(C)c([N+](=O)[O-])c(Nc3ccc(NC(=O)CC)cc3)n2)cc1,7,-15,13,-10,6,2,-3,0.4,-0.6
COc1ccc(N/C=C/C(=O)C(C)(C)C)cc1,4,31*,14,1,-2,-6,-1,-0.6,1.7
CCCCN(c1ccccc1)S(=O)(=O)N(C)C,-4,0,7,0,-2,9,-3,-1.5,1.6

# Compounds above with a COOH group, in the order listed:
SMILES,eLon inh,NRP1-CendR mod,SKN-1 inh,FAS-TE inh,MT1-MMP act inh,MLLE-PAM2 inh,MsrA act,TbMetRS inhib,MsrA inh
O=C(O)C1CCCN(S(=O)(=O)c2ccc(Br)s2)C1 (stereo not given),-9,7,9,-3,0,8,3,0.0,-0.5
COc1cc(C(=O)O)ccc1Cl,-1,1,-3,-10,5,8,-3,-0.4,0.7

# Part of the list above, limited to MT1-MMP act inh and eLon inh.
SMILES | MT1-MMP act inh | eLon inh
COc1ccc(Cc2nnc(SCC(=O)Nc3ccc(C)cc3C)[nH]c2=O)cc1 | -1 | -17
CCOC(=O)C1CCN(CCC(=O)Nc2cccc(Cl)c2C)CC1 | -2 | 1

# Following part
SMILES,eLon inh,NRP1-CendR mod,SKN-1 inh,FAS-TE inh,MT1-MMP act inh,MLLE-PAM2 inh,MsrA act,TbMetRS inhib,MsrA inh
Nn1c(SCC(=O)N2CCOCC2)nnc1-c1ccc(Cl)cc1Cl,5,-7,21,-8,3,-21,-2,-0.6,1.0
O=C(/C(C=Nc1cc2c(oc1=O)CCCC2=O)=C(\O)c1ccccc1)c1ccccc1,4,-8,3,8,-4,-34,-3,-0.4,1.3
CNC(=S)NNc1ccccc1[N+](=O)[O-],-4,14,4,-4,4,-49,-1,-0.2,1.1
CC(CN(C)Cc1ccccc1)OC(=O)c1cccc(F)c1 (stereo not given),-9,8,7,5,-1,1,-3,-1.2,-0.4
Cc1ccc(N2CCN(S(=O)(=O)c3nnc(NC(=O)c4ccco4)s3)CC2)cc1,3,-10,-12,2,-2,-10,-1,-0.3,1.6
Nc1nccc(SCc2ccccc2)n1,-11,9,-9,-8,3,3,-3,-0.1,-0.2
CC1=CC(C)C2C(=O)N(c3ccccc3)NC(=O)C2C1 (stereo not given),1,0,-5,-11,-1,0,-4,-0.3,-0.2
CN(CC(=O)Nc1ccccc1C(F)(F)F)C(=O)c1cc(-c2cccs2)nn1-c1ccccc1,-1,-6,9,15,-1,-7,-1,0.3,-0.4
COCCN(CCOC)C(=S)Nc1ccccc1,0,-3,1,-9,-2,-46,-13,-2.7,-1.4
CCSc1nnc2n1C(C)(C)Cc1ccccc1-2,5,2,-6,-8,-7,5,-2,-0.3,-0.4
Fc1ccccc1CSc1nnc(-c2cccnc2)o1,-9,2,-6,-9,-2,-7,0,-0.5,1.5
Cc1cc(NC(=O)COC(=O)CCS(=O)(=O)c2ccc(C)c(C)c2)no1,-5,-3,12,1,0,-2,-2,0.6,-0.3
C=CCC(C=C)[N+]1(CC(=O)OC)CCCCC1 (stereo not given),4,-1,3,-6,-3,-6,-10,-1.5,0.0
COc1ccc(N=C(C)C2=C(O)c3ccccc3C2=O)cc1,-1,8,5,-24,1,22,-2,0.5,1.3
COc1cccc(NS(=O)(=O)c2cc3[nH]c(=O)c(=O)[nH]c3cc2C)c1,2,-8,11,16,3,-4,-3,0.4,1.5
Nc1nc(SCC(=O)O)[nH]c(=O)c1NC(=O)c1ccccc1F,-9,8,-6,-6,2,21,-3,-0.7,-0.1
CCCCNC(=O)NS(=O)(=O)c1ccc(NC(=O)CCC(=O)c2cccs2)cc1,-6,-9,-3,-4,-1,0,-4,-0.8,0.2
CCNC(=O)C1CCCN(C(=O)Cc2ccc3ccccc3c2)CC1 (stereo not given),-7,-2,22,-6,5,5,-1,-0.1,-0.1
COc1ccc2nc(SC(C)C(=O)NCC(=O)Nc3ccc(F)c(F)c3F)[nH]c2c1 (stereo not given),1,-1,13,-4,1,-44,-3,-0.3,-0.4
O=C(O)c1cccnc1NC1CCCC1,1,4,0,-13,1,8,-6,-2.0,2.0
CC(C)NC(=O)N(C)C[C@H]1Oc2c(NC(=O)Cc3ccccc3)cccc2C(=O)N([C@H](C)CO)C[C@@H]1C,-6,-1,-1,-3,-2,0,-12,0.2,-0.5
COC(=O)Nc1ccc(SCC(=O)c2ccccc2)cc1,-4,6,0,2,-1,28,-6,-0.8,-0.1
Cc1ccc(C(=O)NCCCNC(=O)COc2ccc(C)c(C)c2)cn1,-10,-6,14,-4,3,7,-5,-1.1,0.8
CCC(=O)N1CCc2cc(S(=O)(=O)NCCC(=O)NCc3ccccc3Cl)ccc21,-2,8,-15,-6,3,-16,-4,-0.2,-0.8
CCOC(=O)NC(=O)/C(C#N)=N/Nc1ccc(F)cc1,-5,-10,13,15,-3,11,-5,-0.5,1.2
CCCCN(C(=O)CCNC(=O)NC12CC3CC(CC(C3)C1)C2)c1c(N)n(CCCC)c(=O)[nH]c1=O,-7,2,-8,5,-8,0,-1,-0.3,-1.4
COc1ccc(-c2nnc(NC(=O)C(C)C)s2)c(OC)c1,4,-14,13,-4,2,-5,-1,0.1,1.6
COc1ccc(/C=C/C(=O)OCC(=O)NCc2ccco2)c(OC)c1,9,3,-4,-3,5,-5,-6,-0.9,2.4
Cc1ccc(-c2csc(/C=C3/SC(C)C(=O)N3CC(=O)Nc3ccccc3F)n2)cc1 (stereo not given),-14,-3,-4,4,1,-9,-6,-0.4,1.4
O=S(Cc1ccccc1)Cc1ccccc1,4,6,-6,-9,3,-4,-7,-2.4,-0.8
c1cc2c(cc1C1=NNC(=NC3CC3)SC1)OCCO2,-4,-5,0,-6,-6,16,-3,-1.6,1.3
CCCCCC(=O)NC(=S)Nc1ccc(NC(=O)c2ccco2)cc1,1,6,-7,-1,10,15,-7,-0.8,0.0
Cc1ccccc1N(CC(=O)Nc1ccccc1C(=O)O)S(C)(=O)=O,-4,-6,-5,-4,5,9,-2,-0.5,2.5
CCOc1cccc(-c2c(C(=O)N/N=C/c3ccco3)nnn2-c2nonc2N)c1,6,2,10,-1,-2,-8,-7,0.1,.
Oc1ccc(CNc2ccccc2F)c2cccnc12,3&-3,-20&3,9&2,5&0,-4&-20,33&31,-1&1,-1.2&1.6,0.6&1.1
COC(=O)[C@@]12C[C@@H](CC(=O)N3CCN(C(=O)C4CC4)CC3)C(=O)N(Cc3ccc4c(c3)OCO4)C1=CCC(C)(C)C2,.,-3,7,.,4,.,.,-0.8,0.9
COc1cccc(NC(=S)N2CCCC2)c1,6,9,0,-7,-10,-75,1,0.1,-0.4
COc1ccc(-n2c3c(cc(C(=O)NC4CCSC4=O)c2=O)C(=O)CC(C)(C)C3)cc1 (stereo not given),-2,-10,4,-6,0,6,-4,-0.1,0.6
COC(=O)c1ccc(C(=O)OC)c(NC(=O)CCc2ccc(C)o2)c1,-9,-7,18,8,-2,-2,-1,0.1,0.0
CCOC(=O)c1c(C)[nH]c(C(=O)Cn2nnc(-c3ccc(Cl)cc3)n2)c1C,-3,3,-1,0,2,6,-2,-0.3,-0.1
COc1ccc(N2C(=O)CCC(C(=O)N(C)CCc3ccccn3)C2c2ccc(OC)c(OC)c2)cc1 (stereo not given),-2,2,-18,-3,5,5,-2,-0.5,-1.1
COc1cc(NC2c3ncccc3C(=O)N2Cc2ccco2)cc(OC)c1OC (stereo not given),-7,-7,0,-16,-4,7,-9,-0.9,0.5

# High-throughput results as filed in PubChem.
